APE1 inh – qHTS Assay for Inhibitors of the Human Apurinic/apyrimidinic Endonuclease 1 (APE1) | DNA repair nuclease/redox regulator APEX1 (Homo sapiens), P27695 | recombinant APE1, TAMRA/BHQ-2 abasic DNA cleavage fluorescence | Potency, µM (top dose mostly 65.8 µM), without a hit: at the top dose activity change, negative = inhibition, hits mostly inhibitors | actives 0.35% (n = 350,000) | AID 2517, 2012;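 note: potency is the fitted concentration of half-maximal effect; plate controls were vehicle for no effect and reference inhibitor for full effect; nearly all actives have a fitted effect of over 55% in size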
Target sequence (P27695 whole entry, looked up): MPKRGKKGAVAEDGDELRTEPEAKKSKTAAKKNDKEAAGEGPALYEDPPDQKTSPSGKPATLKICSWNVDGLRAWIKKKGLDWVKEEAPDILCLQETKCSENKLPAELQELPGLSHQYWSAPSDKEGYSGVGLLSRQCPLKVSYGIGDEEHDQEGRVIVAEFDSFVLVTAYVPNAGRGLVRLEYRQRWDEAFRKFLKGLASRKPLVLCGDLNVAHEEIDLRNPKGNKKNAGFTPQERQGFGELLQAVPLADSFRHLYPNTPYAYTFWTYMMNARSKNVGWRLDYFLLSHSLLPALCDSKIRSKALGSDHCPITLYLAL
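Endonuclease cleavage of a quenched abasic-site DNA duplex (50 nM) by APE1 (0.75 nM) was tracked by TAMRA dequenching. Compounds were preincubated with enzyme 15 min at room temperature; data normalized to buffer-only and DMSO wells plus NSC13755 control.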
Anesthetic bind – qHTS Assay for Identification of Novel General Anesthetics; AID 485281, 2010; actives 0.074% (n = 350,000); Potency, µM (doses to about 77.5 µM), for the others: at the highest dose activity change, negative = displacement, most hits filed as inhibitors; Ferritin light chain (Equus caballus), P02791; apoferritin/1-aminoanthracene competitive binding, fluorescence; note: potency is the fitted concentration of half-maximal effect; % is set by controls: 0 for no effect and ±100 for the full control effect; nearly all actives have a fitted effect of over 20% in size
Target sequence (P02791 2-175 limits assumed): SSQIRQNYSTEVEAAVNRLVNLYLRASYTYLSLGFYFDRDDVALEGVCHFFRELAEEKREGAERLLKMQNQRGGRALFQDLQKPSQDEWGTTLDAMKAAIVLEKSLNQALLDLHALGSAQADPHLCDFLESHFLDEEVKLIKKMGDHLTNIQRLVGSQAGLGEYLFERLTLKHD
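Concentration-response curves derived by four-parameter Hill fitting of normalized fluorescence, where compounds displaced 1-AMA from 10 uM horse apoferritin following a brief 10 min room-temperature incubation; propofol titration acted as positive control.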
BLM helicase inh – qHTS Assay for Inhibitors of Bloom's syndrome helicase (BLM); actives 0.2% (n = 350,000); recombinant BLM DNA unwinding, fluorescence dequenching; Potency, µM (titrated, usually from 56.1 µM), without a hit: at the top dose activity change, negative = inhibition, usual class: inhibitors;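 note: potency is the fitted concentration of half-maximal effect; plate controls were vehicle for no effect and no enzyme for full effect; nearly all actives have a fitted effect of over 35% in size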
Pol beta inh – qHTS Assay for Inhibitors of DNA Polymerase Beta; P06746; Pol beta primer extension/strand displacement, fluorescence kinetic; Potency, µM (top dose mostly 114 µM), inactives show at the highest dose activity change, negative = inhibition, actives largely listed as inhibitors; actives 1.3% (n = 340,000); AID 485314, 2010; note: potency is the fitted concentration of half-maximal effect; % is set by controls: 0 for no effect and ±100 for the full control effect
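Pol beta (10 nM) was preincubated with compound for 15 min at room temperature. The reaction was then started with 50 nM substrate and read immediately and after a further 10 min at room temperature.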
TRHR agonist – qHTS for Small Molecule Agonists and Allosteric Enhancers of Human TRH Receptor: Primary Screen for Agonists | Thyrotropin-releasing hormone receptor (Homo sapiens), P34981 | TRHR cells, calcium flux fluo-8, FDSS agonist mode | activation, % at 2 µM | actives 0.18% (n = 360,000) | AID 493084, 2011; in the data active = activation above about 30%; note: 0% is about no effect
Target sequence (P34981 whole entry, looked up): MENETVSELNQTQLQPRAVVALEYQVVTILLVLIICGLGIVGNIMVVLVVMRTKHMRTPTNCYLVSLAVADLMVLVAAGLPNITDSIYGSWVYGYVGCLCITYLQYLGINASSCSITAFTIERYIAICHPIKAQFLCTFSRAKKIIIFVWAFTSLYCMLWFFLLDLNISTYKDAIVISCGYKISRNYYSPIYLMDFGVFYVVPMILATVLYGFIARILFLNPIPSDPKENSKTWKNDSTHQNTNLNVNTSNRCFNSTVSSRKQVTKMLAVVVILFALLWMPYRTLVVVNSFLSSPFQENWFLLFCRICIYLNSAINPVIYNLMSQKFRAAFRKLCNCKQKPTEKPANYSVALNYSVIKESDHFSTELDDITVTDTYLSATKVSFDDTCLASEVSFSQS
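Steps: seed TRHR cells overnight; add fluo-8 no-wash Ca dye, RT 30 min–1.5 h; record 10 s baseline; pin-transfer compounds; monitor fluorescence 1 cycle/s for the agonist window. Calcium increases flag candidate agonists.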
ALOX12 inh – Primary qHTS assay for inhibitors of human arachidonate 12S-lipoxygenase (ALOX12): Round 2; actives 1.1% (n = 580,000); purified 12hLO, xylenol orange hydroperoxide absorbance; Potency, µM (titrated, usually from 108 µM), for the others: at the highest dose activity change, negative = inhibition, most hits filed as inhibitors; note: potency is the fitted concentration of half-maximal effect; % is set by controls: 0 for no effect and ±100 for the full control effect
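Hydroperoxide product was detected by ferrous iron/xylenol orange as the 573 to 405 nm absorbance ratio. Arachidonic acid at 40 uM (final) was turned over for 30 min at room temperature by 150 nM human 12hLO, pH 7.0 Hepes buffer, after 15 min compound preincubation.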
Pol iota inh – qHTS for Inhibitors of Polymerase Iota. actives 1% (n = 390,000). DNA polymerase iota (Homo sapiens), Q9UNA4. AID 588590, 2011. Potency, µM (highest dose often 115 µM), inactives show at the highest dose activity, negative = inhibition, usual class: inhibitors. Pol iota fluorescent replication assay, 10 min; note: potency is the fitted concentration of half-maximal effect
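Fluorescent replication assay read twice, at 0 min and 10 min after adding 50 nM (final) substrate. Enzyme (10 nM) and compounds were first incubated 15 min at room temperature; enzyme-free buffer wells were negative controls.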
Pol kappa inh – qHTS for Inhibitors of Polymerase Kappa | purified Pol kappa, fluorescent DNA synthesis assay, 10 min | Potency, µM (series often up to 107 µM), for inactives: top-dose activity, negative = inhibition, most hits filed as inhibitors | actives 0.53% (n = 400,000) | AID 588579, 2011; note: potency is the fitted concentration of half-maximal effect; % is set by controls: 0 for no effect and ±100 for the full control effect
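Pol kappa 10 nM + cpd, 15 min RT; start w/ substrate 50 nM final; fluorescence kinetic read, 0 and 10 min. Neg ctrl: buffer, no enzyme.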
ERG Ets-DNA blk – qHTS for Small Molecule Inhibitors of the ERG Ets/DNA interaction; actives 0.028% (n = 370,000); fluorescence polarization, His-ERG Ets domain / labelled DNA; Transcriptional regulator ERG (Homo sapiens), P11308; Potency, µM (doses to about 76.9 µM), inactives show top-dose FP activity, negative = inhibition, most hits filed as inhibitors; active = well fitted inhibition curve with a large enough effect in the polarisation, with a control signal flat; inconclusive = small, poorly fitted or top-dose-only effect, or effect the other way, or a change in a side signal; inactive = no such curve, though single readings can be large or run the other way; the % refers to the polarisation;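 note: polarization taken with two DNA probes labelled with fluorescein and Texas red; potency is the fitted concentration of half-maximal effect; % of control where 0% means no effect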
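His-tagged ERG Ets domain (1 uM in the protein solution; 300mM KCl, 50mM Tris-HCl, 1mM EDTA, 1mM DTT, pH 7.5) received compound, then a probe mix of 5 nM fluorescein-DNA and 100nM Texas-615-DNA. Fluorescence polarization was read for both dyes.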
* = called active by the depositor; u = inconclusive; x = no result given; & = joins results of further samples; [ ] = dose if it differs, or a comment. Unless noted, calls come from the whole dose curve; as a rule, active = well fitted curve in the direction sought with a large enough effect; inconclusive = small, poorly fitted or top-dose-only effect, or another doubt; inactive = no such curve, though single readings can be large; an effect the other way counts as inactive or inconclusive. Only part of the results is shown, so the mix of outcomes need not match the whole.

SMILES	APE1 inh	Anesthetic bind	BLM helicase inh	Pol beta inh	TRHR agonist	ALOX12 inh	Pol iota inh	Pol kappa inh	ERG Ets-DNA blk
Cc1ccc(C(=O)Nc2ccccc2-c2ccccc2)o1	-6%	-10%	-3%	22%	-0.3	-1%	0%	-5%	-21%
O=C(Nc1c(C(=O)O)[nH]c2ccc(F)cc12)c1cccc(C(F)(F)F)c1	-2%	-6%	-5%	12%	0.3	8%	11%	-18%	-19%
O=C(Nc1ccc(Cl)c(C(F)(F)F)c1)C1CCCN(S(=O)(=O)c2cnc[nH]2)C1 (stereo not drawn)	-2%	-12%	-6%	1%	0.6	-10%	14%	-7%	10%
CC(CCc1ccccc1)NS(=O)(=O)c1ccccc1Cl (stereo not drawn)	72%[activator]	-18%	-7%	0%	-0.7	-16%	29%	5%	-18%
CN(C)c1ccc(CNC(=O)CN2C(=O)C3CCCCN3c3ccc(C(=O)N4CCCC4)cc32)cc1 (stereo not drawn)	x	-3%	2%	4%	0.0	1%	17%	-7%[60.1 µM]	8%
CCc1nnc(NC(=O)c2cccc(C(=O)Nc3nnc(CC)s3)n2)s1	3%	-6%	-10%	51%[activator]	0.4	20%	6%	1%	-3%
CC(Sc1nnc(Cc2ccccc2)n1C)C(=O)NC1CC1 (stereo not drawn)	2%	x	x	x	0.5	-7%	3%	4%	-4%
CCN(CC)S(=O)(=O)c1ccc(N/N=C/c2cc(OC)ccc2O)nc1	-1%	0%	1%	16%	0.8	-16%	20%	-3%	-3%
Cc1cc2ccccn2c1C(=O)c1ccc(Cl)cc1	4%	u	-10%	11%	-1.1	0%	u	-15%	8%
Fc1ccc(-c2nnn3c2nc(NCc2ccccc2)c2ccccc23)cc1	-2%	4%&8%	-2%&-14%	3%&1%	0.0&0.7	-10%&-22%	50%[activator]	-9%&-26%	9%&1%
CC(=O)NC1C(Oc2ccc(C=O)cc2)OC(COC(C)=O)C(OC(C)=O)C1OC(C)=O (stereo not drawn)	24%	-2%	-4%	40µM*	0.4	-6%	98%[activator]	-6%	-2%
CCC(C)(C)n1nnnc1C(c1ccc2ncccc2c1)N1CCN(c2nc3ccccc3s2)CC1 (stereo not drawn)	-6%	-8%	-6%	-1%	0.7	u	104%[activator]	9%	-1%
COc1ccc(S(=O)(=O)N(CC(=O)N2CCOCC2)Cc2ccccc2)cc1	17%	2%	-10%	33%	0.3	-9%	11%	0%	x
Cc1nc2nc(NC(=O)c3ccco3)nn2c(C)c1Cl	2%	-2%	0%	2%	0.7	x	32%[activator]	8%	-7%
COc1ccc(C2Nc3ccccc3C(=O)N2Cc2ccccc2)cc1CN1CCOCC1 (stereo not drawn)	1%	7%	-2%	38%	0.3	156%[activator]	24%	-26%	1%
CCN(CC)C(=O)Cn1c(=O)n(Cc2ccc(C(=O)NCc3ccc(C)cc3)cc2)c(=O)c2ccccc21	x	-5%	-2%	1%	0.1	-23%	2%	-4%	-2%
N#Cc1c(N2CCCC2)nc(N)c2c(N)nc(N3CCCC3)cc12	u	-3%	2.8µM*	u	-0.5	-3%	2.5µM*	-16%	-7%
Cc1cc(C)n(-c2ncnc3sc4c(c23)CCCC4)n1	5%	-18%	3%	9%	-0.7	1%	u	-9%[60.1 µM]	x
Cc1c(C(=O)OCC(=O)N2CCCC2=O)oc2ccccc12	-4%	x	x	x	-0.1	-10%	42%[activator]	1%	2%
CC(=O)c1cccc(NC(=O)CCNS(=O)(=O)c2cccc3nonc23)c1	9%	-4%	0%	60%	0.0	-9%	45%[activator]	0%	1%
CSc1ccc(/C=C(\NC(=O)c2ccc(C)cc2)C(=O)Nc2cccc(C)c2)cc1	-1%	16%	2%	22%	0.8	0%	-12%	-11%	-2%
Cc1ccc(Cn2ccc(=O)c(OCc3ccccc3)c2C)cc1	-4%	-16%	0%	-3%	0.0	-23%	-11%	8%	3%
Cc1cc(C)c(S(=O)(=O)c2ccccc2C(C)C)c(=O)[nH]1	28%	-4%	-2%	1%	0.9	0%	175%[activator]	-4%	-3%
COc1ccc(OC)c(Nc2nc(C)nc3c2oc2ccccc23)c1	-11%	44%[activator]	-15%	-22%	0.1	-28%	u	3%	-6%
Cc1cccc(-c2nc(NCCCN3CCOCC3)c3ccccc3n2)c1	1%	u	-1%	u	-0.9	6%	16%	-11%	-14%
Cc1ccc(N(Cc2ccc(C(=O)NCC3CCCO3)cc2)S(C)(=O)=O)cc1C (stereo not drawn)	-2%	-12%	-3%	11%	0.4	-13%	15%	-12%	-1%
O=C(C1CCC(Cn2c(=O)[nH]c3ccccc3c2=O)CC1)N1CCN(c2ccccc2)CC1 (stereo not drawn)	2%	-5%	-6%	6%	0.5	-8%	31%[activator]	1%	0%
O=C(NNC(=O)c1ccc2ccccc2c1)c1cccc(Cl)c1	x	x	x	x	x	-7%	13%	5%	3%
COc1ccc(-c2noc(C3CCCN(C(=O)c4ccccc4)C3)n2)cc1 (stereo not drawn)	12%	-9%	1%	24%	0.2	12%	5%	8%	-8%
O=C(Nc1ccc2c(c1)OCO2)c1cc(-c2cccc(O)c2)on1	-7%	-1%	-18%	9%	-1.3	-24%&-16%	20%	4%	15%
COc1ccc(/C=C/C(=O)c2ccc([N+](=O)[O-])o2)cc1OC	4%	x	x	x	0.0	0%	8.9µM*	5%	-6%
COc1ccc2c(c1)O/C(=C\c1ccccc1C)C2=O	4%	-5%	-4%	10%	0.1	0%	7%	0%	-3%
CCOC(=O)C1CCCN(C(=O)CN2CCN(Cc3ccc(Cl)cc3)C2=O)C1 (stereo not drawn)	1%	-12%	-7%	5%	-0.9	0%	12%	-5%	3%
CCC/C=C1\CCCOC(C(=O)NCc2ccc(C)o2)(C(F)(F)F)C1 (stereo not drawn)	u	-18%	-3%	x	x	x	23%	4%	x
COCCn1cc(C(=O)NCc2cccs2)c2c3ccccc3n(C)c2c1=O	13%	-5%	-5%	49%	0.3	-31%	57%[activator]	-17%	6%
Cc1cccc(NC(=O)CSc2nnc(Cn3cnc4ccccc43)o2)c1	-1%	-4%	0%	-7%	0.1	1%	23%	-7%	x
Cc1nn(-c2ccccc2)nc1CNC(=O)C1CC1	19%	1%	-5%	32%	-0.5	6%	31%[activator]	1%	15%[15.4 µM]
COc1ccccc1NC(=O)CN1C(=O)NC2(CCCCCCC2)C1=O	8%	u	-2%	24%	0.0	8%	180%[activator]	-8%	1%
CCn1c(CNC(=O)c2cccs2)nnc1SCC(=O)Nc1ccc(Cl)cc1	-1%	-11%	3%	13%	-0.5	-13%	35%[activator]	-24%	0%
CCOc1cccc(-c2c(C(=O)N/N=C(\C)c3ccncc3)nnn2-c2nonc2N)c1	-6%	-21%	0%	0%	-0.9	10%	38%[activator]	0%	-1%
COc1cccc(N(CC(=O)Nc2cccc(F)c2)S(C)(=O)=O)c1	-5%	-11%	-5%	17%	0.3	235%[activator]	-5%	1%	-5%
Cc1cccc(NC(=O)COc2coc(CN3CCN(c4ccccc4)CC3)cc2=O)c1C	-2%	x	x	x	-1.3	2%	8%	-5%	5%
O=C(Nc1ccncc1)C1(c2ccccc2)CCCC1	-2%	-16%	-3%	12%	0.2	7%	16%	-9%	x
CCOC(=O)N1CCN(C(=O)C2CC(=O)N(c3ccc(OC)cc3)C2c2ccc(OC)cc2)CC1 (stereo not drawn)	-2%	-8%	4%	-1%	-1.4	5%	11%	-1%	-2%
CCCN1C(=O)c2cc(C(=O)Nc3ccccc3C)ccc2C1Nc1ccccc1C (stereo not drawn)	-3%	-14%	-13%	10%	0.2	u	5%	-8%	-7%
CCOC(=O)c1cc(NC(=O)c2ccc(Cl)cc2)c(=O)n2c1oc1ccc(Cl)cc12	2%	4%	-1%	1%	0.9	7%[57.4 µM]	24%	-3%	x
Cc1cc(Nc2ccc(Br)cc2F)n2ncnc2n1	26%	0%	3%	25%	-0.4	459%[activator]	-9%	-1%	-9%
COc1cc(C)nc(N2CCCC(C(=O)Nc3cccc(Cl)c3C)C2)n1 (stereo not drawn)	u	-1%	-1%	-1%	-0.2	0%	-5%	7%	-7%
O=C(COC(=O)Cn1cnc2ccccc21)NCCCc1ccccc1	-3%	-13%	-12%	-7%	0.7	1%	12%	3%	1%

Single records, from the list above.
COc1cccc(N(CC(=O)Nc2cccc(F)c2)S(C)(=O)=O)c1 reads APE1 inh = -5%; Anesthetic bind = -11%; BLM helicase inh = -5%; Pol beta inh = 17%; TRHR agonist = 0.3; ALOX12 inh = 235%[activator]; Pol iota inh = -5%; Pol kappa inh = 1%; ERG Ets-DNA blk = -5%
O=C(Nc1ccncc1)C1(c2ccccc2)CCCC1 reads APE1 inh = -2%; Anesthetic bind = -16%; BLM helicase inh = -3%; Pol beta inh = 12%; TRHR agonist = 0.2; ALOX12 inh = 7%; Pol iota inh = 16%; Pol kappa inh = -9%; ERG Ets-DNA blk = x

Screens (PubChem)
